Screening results: PubChem BioAssay, several laboratories
DUSP3 inh: DUSP3 (human) phosphatase inhibition. AID 1654. recombinant VHR phosphatase, pNPP absorbance. inhibition, % at 13.3 µM. P51452. 290,000 compounds, 0.52% hits; in the data active = inhibition above about 50%; note: some compounds called inactive have numbers as strong as hits
Target sequence (P51452 whole entry, looked up): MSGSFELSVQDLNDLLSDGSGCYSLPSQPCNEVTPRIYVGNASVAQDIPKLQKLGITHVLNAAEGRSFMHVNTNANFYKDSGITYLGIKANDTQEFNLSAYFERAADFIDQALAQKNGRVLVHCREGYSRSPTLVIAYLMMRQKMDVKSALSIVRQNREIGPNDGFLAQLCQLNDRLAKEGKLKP
3CLpro inhibitor: SARS-CoV 3CLpro protease inhibition; AID 1706; recombinant SARS-CoV 3CLpro, quenched FRET peptide cleavage; 290,000 compounds, 0.14% hits; P0C6X7; inhibition, % at 6 µM; in the data active = inhibition above about 12%
Rv3671c protease: inhibits the M. tuberculosis serine protease Rv3671c | AID 2606 | inhibition, % at 5.96 µM | 320,000 compounds, 0.048% hits | P9WHR9; in the data active = inhibition above about 38%;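 note: extracellular domain of Rv3671c used as enzyme; 0% = enzyme with DMSO and 100% = no enzyme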
Target sequence (P9WHR9 whole entry, looked up, the tested form may be a part): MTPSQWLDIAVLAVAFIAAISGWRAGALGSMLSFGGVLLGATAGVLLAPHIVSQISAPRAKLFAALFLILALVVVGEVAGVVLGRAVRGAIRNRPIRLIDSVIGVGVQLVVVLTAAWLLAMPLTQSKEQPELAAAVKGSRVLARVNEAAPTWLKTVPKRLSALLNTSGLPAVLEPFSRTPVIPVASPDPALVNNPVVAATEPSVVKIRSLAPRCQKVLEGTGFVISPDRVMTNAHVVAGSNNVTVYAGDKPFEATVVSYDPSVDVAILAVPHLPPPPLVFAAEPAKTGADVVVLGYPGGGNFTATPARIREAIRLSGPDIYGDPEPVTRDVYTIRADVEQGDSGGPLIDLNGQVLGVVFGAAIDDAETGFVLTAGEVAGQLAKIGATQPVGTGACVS
Mtb UGM inh: Mtb UDP-galactopyranose mutase inhibition. 320,000 compounds, 0.06% hits. AID 504406. inhibition, % at 10 µM. purified UGM, fluorescence polarization probe displacement; in the data active = inhibition above about 10%, passing the limit was not always enough
Mtb BioA inh: BioA (M. tuberculosis) enzyme inhibition | AID 602481 | inhibition, % at 9.99 µM | purified M. tuberculosis BioA enzyme, plate reader | 360,000 compounds, 0.096% hits; in the data active = inhibition above about 40%
SSB-PriA inh: inhibitors of Klebsiella pneumoniae PriA binding to SSB C-terminal tail; AlphaScreen SSBct-PriA binding, biotinylated peptide; inhibition, % at 33 µM; 430,000 compounds, 0.6% hits; AID 1272365; in the data active = inhibition mostly above about 37%, no sharp cut-off; inactive = mostly below about 20%;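 note: plate controls were negative control peptide for no effect and reference peptide for full effect; strong numbers were not always called active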
MazF activator: MazEF (E. coli) toxin RNase activation; 350,000 compounds, 0.32% hits; P0AE70; AID 504720; FAM/BHQ RNA-DNA oligo cleavage fluorescence, 5 h; activation, % at 20 µM; in the data active = activation above about 50%
Target sequence (P0AE70 whole entry, looked up): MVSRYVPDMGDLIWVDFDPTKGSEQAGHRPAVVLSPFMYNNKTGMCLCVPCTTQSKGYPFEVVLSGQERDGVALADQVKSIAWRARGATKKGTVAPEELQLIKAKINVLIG
GDH-TPI inh: inhibits GDH-TPI coupling enzymes, artifact for Mtb FBA screen | GDH-TPI coupled enzyme counterscreen, NADH absorbance | inhibition, % at 4.8 µM | 360,000 compounds, 1.2% hits; in the data active = inhibition above about 30%;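 note: 0% = DMSO wells and 100% = wells lacking the enzyme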
Vc quorum ag: induces V. cholerae light production without autoinducers | V. cholerae BH1578 lux reporter, luminescence, 6 h | activation, % at 18.7 µM | 350,000 compounds, 0.16% hits | AID 588436; in the data active = activation mostly above about 9.7%, no sharp cut-off; note: not every result past the cut was called active; inactives centre near 0; reference of the scale not given here
Mtb FBA inh: inhibitors of M. tuberculosis fructose-bisphosphate aldolase | P9WQA3 | purified M. tuberculosis FBA, fluorescence read-out | inhibition, % at 1 µM | 360,000 compounds, 2.3% hits | AID 588726; in the data active = inhibition above about 27%;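 note: 0% = vehicle and 100% = reference inhibitor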
Target sequence (P9WQA3 whole entry, looked up): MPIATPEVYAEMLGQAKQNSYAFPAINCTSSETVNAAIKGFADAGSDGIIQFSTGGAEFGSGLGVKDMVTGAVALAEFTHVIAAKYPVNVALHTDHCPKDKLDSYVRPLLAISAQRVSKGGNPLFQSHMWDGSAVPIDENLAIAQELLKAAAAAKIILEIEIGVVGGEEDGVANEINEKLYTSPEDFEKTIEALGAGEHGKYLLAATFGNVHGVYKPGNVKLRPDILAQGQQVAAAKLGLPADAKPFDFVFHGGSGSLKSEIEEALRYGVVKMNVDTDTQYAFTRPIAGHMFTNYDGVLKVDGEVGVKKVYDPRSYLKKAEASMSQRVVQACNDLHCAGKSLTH
Active calls of the source: *; i = inactive; / = no result given; & = joins results of further samples.

SMILES | DUSP3 inh | 3CLpro inhibitor | Rv3671c protease | Mtb UGM inh | Mtb BioA inh | SSB-PriA inh | MazF activator | GDH-TPI inh | Vc quorum ag | Mtb FBA inh
O=[N+]([O-])c1ccc(C[n+]2cc(-c3ccc(Cl)c(Cl)c3)n3c2CCCCC3)cc1 | 13.3 | 5.1 | 3.5 | 3.2 | / | 5.1 | 15.9 | -4.4 | -0.5 | 1.6
Cc1ccc(S(=O)(=O)NCc2nc3ccccc3[nH]2)cc1 | 12.4 | 3.8 | 9.2 | -0.3 | 0.9 | -12.8 | 2.3 | -13.0 | -0.3 | 1.9
COCCOC(=O)C1=C(C)NC2=C(C(=O)CC(C)(C)C2)C1c1cc2c(cc1Br)OCO2 (centres undefined) | 15.3 | 0.2 | -7.1 | -0.8 | 1.8 | -10.2 | 5.6 | 6.4 | -5.0 | 3.9
CCOC(=O)/C(C#N)=C\c1ccc2c(c1)OCO2 | / | -9.0 | -12.4 | -0.3 | -3.1 | -8.9 | -1.6 | 8.2 | 5.0 | -2.6
Nn1c(SCC(=O)Nc2ccc(F)c(F)c2)nnc1C1CCCCC1 | 7.0 | 6.6 | -5.9 | -0.4 | 1.3 | -17.2 | 4.1 | -4.1 | -0.5 | -1.2
COc1cc2c(cc1OC)C1(NCC2)C(=O)Nc2ccccc21 (centres undefined) | 15.3 | -12.3 | 3.5 | 4.0 | -2.2 | 8.0 | -12.9 | 8.9 | 2.1 | -0.1
CC(=O)Cn1cnc2scc(-c3ccc(C)c(C)c3)c2c1=O | 20.7 | -1.8 | -1.0 | 1.3 | -1.3 | 10.5 | -6.4 | -1.5 | -0.7 | -3.8
Cc1cccc(C)c1OCC1CNC(=O)O1 (centres undefined) | 1.0 | 7.3 | 4.1 | -2.3 | -1.7 | -6.8 | 0.8 | 8.1 | i | -1.2
COc1ccc(NS(=O)(=O)c2ccc(N3C(=O)CCC3=O)cc2)cc1 | 2.0 | 5.5 | -1.5 | -0.6 | 1.3 | -12.4 | -10.3 | -14.6 | i | 0.0
NC(=O)c1ccc(Oc2cccc3cccnc23)c([N+](=O)[O-])c1 | 21.5 | 3.6 | -6.8 | -0.5 | 41.9* | 14.1 | 10.3 | 0.6 | i | 6.7
Cc1cc2c(s1)c1cnn(Cc3ccccc3F)c(=O)c1n2C | -3.4 | -5.5 | 0.5 | -1.8 | 1.7 | -1.2 | -2.8 | 7.5 | 1.2 | 8.4
O=C(Nc1ccccc1)C1CCCN(C(=O)c2ccc(F)cc2)C1 (centres undefined) | / | / | -6.0 | 0.1 | 5.5 | -10.7 | -2.3 | 2.1 | -2.6 | 3.5
Cc1ccc(C)c(NC(=O)C2CCCN2/C=C/C(=O)C(F)(F)F)c1 (centres undefined) | 16.4 | 1.6 | -8.9 | -1.1 | -1.5 | 3.5 | 2.0 | 18.6 | 0.1 | -1.5
COc1ccc(CCCNC(=O)C2Cc3c(-c4ccc(NC(C)=O)cc4)ccnc3O2)cc1 (centres undefined) | / | / | / | / | -0.4 | / | / | -5.3 | 1.4 | 6.0
Cc1cc(NC(=O)CSc2nc(C(C)C)nc3ccccc23)no1 | -3.7 | 2.9 | 3.2 | -0.6 | -0.1 | -4.7 | 3.0 | 10.8 | 3.0 | 0.2
COc1ccccc1NC(=O)Nc1nc(CC(=O)Nc2ccc(F)c(F)c2)cs1 | / | / | -85.6 | 0.6 | -0.4 | -1.7 | 12.3 | 2.5 | -0.9 | -1.3
Cc1ccc(C)c(Oc2coc3cc(OC(=O)c4cccs4)ccc3c2=O)c1 | / | -4.2 | -8.7 | -0.6 | 0.8 | -9.2 | -1.1 | 4.6 | i | 0.8
C=CCNC(=S)N1CCC(Cc2ccccc2)CC1 | 11.0 | 1.7 | / | -0.8 | 1.8 | 3.2 | 1.5 | -2.4 | -0.5 | 1.6
c1ccc(-n2cnnc2SCc2cn3ccccc3n2)cc1 | 39.4 | 2.3 | 6.9 | -0.5 | -0.1 | -9.3 | 0.2 | -0.6 | -0.9 | -1.8
CN(CC(=O)Nc1cccc(F)c1)C(=O)c1cn(-c2ccccc2)nc1-c1cccs1 | 5.4 | 5.8 | -21.2 | -0.5 | 1.3 | -18.1 | 8.4 | -6.7 | i | -2.0
CCCOc1cccc(OCC(=O)Nc2nc3ccccc3[nH]2)c1 | 37.2 | -3.1 | -21.0 | 0.4 | / | 0.6 | -1.1 | 5.9 | -0.3 | -2.7
COCCn1c(N)c(N(Cc2ccccc2)C(=O)c2cc(=O)[nH]c3ccccc23)c(=O)[nH]c1=O | / | / | -6.3 | 1.1 | -0.6 | 7.7 | 2.1 | 0.3 | 1.2 | -1.4
Cc1noc(C)c1CCC(=O)O | -0.4 | -2.5 | 3.7 | 0.0 | / | -12.0&-16.0 | 2.8 | -0.6 | -0.2 | 1.7
Cc1ccnc(SCc2ccc(C(=O)O)cc2)n1 | -6.8 | 2.4 | 1.7 | -1.7 | -3.7 | -11.9 | 11.6 | 12.8 | -0.3 | 1.1
O=C(NN1C(=O)c2ccccc2NC1c1ccoc1)c1ccccc1 (centres undefined) | -9.6 | 3.9 | -4.3 | -4.9 | 2.2 | -18.5 | 2.9 | 0.9 | -0.4 | 8.1
COc1ccc(/C=N/NC(=O)C(C)n2cnc3ccccc3c2=O)cc1OC (centres undefined) | 8.4 | -3.4 | -3.8 | 1.9 | 0.6 | / | 0.2 | 10.5 | -0.7 | 0.0
O=C(NCC(c1cccs1)N1CCOCC1)c1ccc(Cl)c(S(=O)(=O)N2CCOCC2)c1 (centres undefined) | 0.9 | 1.8 | 11.7 | -3.1 | / | -9.9 | 12.9 | 8.2 | i | 0.7
Cc1ccc(C(=O)Nc2nnc(SCC(=O)N3CCCc4ccccc43)s2)cc1 | 41.8 | 2.4 | -2.6 | -2.7 | / | -2.5 | -0.7 | 10.7 | -0.3 | 2.5
O=C(c1cc([N+](=O)[O-])ccc1Cl)N1CCN(c2ccc(F)cc2)CC1 | -5.6 | -2.7 | 3.6 | -1.9 | / | -13.7 | 0.3 | -6.2 | -0.7 | 2.3
FC(F)Oc1ccc(NC(=S)NCc2ccccc2)cc1 | -0.3 | 5.9 | 1.2 | -1.8 | / | 0.0&-26.1 | 2.2 | 5.7 | -0.1 | -0.1

Entries of single compounds from above:
FC(F)Oc1ccc(NC(=S)NCc2ccccc2)cc1 is listed as DUSP3 inh = -0.3; 3CLpro inhibitor = 5.9; Rv3671c protease = 1.2; Mtb UGM inh = -1.8; Mtb BioA inh = /; SSB-PriA inh = 0.0&-26.1; MazF activator = 2.2; GDH-TPI inh = 5.7; Vc quorum ag = -0.1; Mtb FBA inh = -0.1
O=C(c1cc([N+](=O)[O-])ccc1Cl)N1CCN(c2ccc(F)cc2)CC1 is listed as DUSP3 inh = -5.6; 3CLpro inhibitor = -2.7; Rv3671c protease = 3.6; Mtb UGM inh = -1.9; Mtb BioA inh = /; SSB-PriA inh = -13.7; MazF activator = 0.3; GDH-TPI inh = -6.2; Vc quorum ag = -0.7; Mtb FBA inh = 2.3
Cc1ccc(C(=O)Nc2nnc(SCC(=O)N3CCCc4ccccc43)s2)cc1 is listed as DUSP3 inh = 41.8; 3CLpro inhibitor = 2.4; Rv3671c protease = -2.6; Mtb UGM inh = -2.7; Mtb BioA inh = /; SSB-PriA inh = -2.5; MazF activator = -0.7; GDH-TPI inh = 10.7; Vc quorum ag = -0.3; Mtb FBA inh = 2.5

Going on with the list.
SMILES | DUSP3 inh | 3CLpro inhibitor | Rv3671c protease | Mtb UGM inh | Mtb BioA inh | SSB-PriA inh | MazF activator | GDH-TPI inh | Vc quorum ag | Mtb FBA inh
O=C(CSc1nnc(Cc2cc(=O)[nH]c(=O)[nH]2)n1-c1ccc(F)cc1)NC1CCCC1 | 37.6 | 3.0 | 0.3 | 2.6 | -3.2 | -5.4 | -11.0 | 1.0 | -0.2 | 1.5
CC(=O)NC1=NN(C(C)=O)C2(S1)C(=O)N(C(C)=O)c1ccc(C)cc12 (centres undefined) | 8.2 | 0.7 | 16.1 | 1.8 | 0.5 | 8.5 | 3.9 | -6.3 | i | -2.8
CCN(CC)CCn1c(NC(=O)c2ccc(C)cc2)nc2ccccc21 | 9.8 | -1.2 | -4.5 | 2.2 | -1.8 | -1.6 | -1.7 | 6.4 | i | -3.4
CCC(C)NC(=O)CSc1nc2ccccc2c(=O)n1CCCN1CCCCC1 (centres undefined) | 35.9 | 4.0 | 3.0 | -1.6 | -0.9 | 15.5 | 9.7 | 2.3 | i | -0.7
O=S(=O)(Cc1ccc(Cl)cc1)NCC1CCCO1 (centres undefined) | -7.9 | -14.5 | -7.4 | -1.5 | -0.2 | -9.8 | 3.3 | 4.6 | -3.5 | 1.8
Cc1ccc(CCNC(=O)CN2C(=O)COc3ccc(S(=O)(=O)N4CCCCC4)cc32)cc1 | -3.6 | 0.8 | -4.6 | -0.6 | -0.1 | -10.4 | 4.8 | -11.0 | -0.4 | 2.6
Nc1ccc(CCN2CCCC2)cc1 | 8.5 | -0.4 | 5.6 | -1.6 | -0.5 | 0.7 | 9.7 | 6.4 | i | -1.9
c1cncc(C2CC(c3cccs3)n3ncnc3N2)c1 (centres undefined) | -2.0 | -6.8 | 2.9 | -2.1 | 8.8 | -2.4 | 0.9 | 4.7 | i | 6.1
CC(C)C(N)c1csc(Nc2ccccn2)n1 (centres undefined) | / | / | / | / | -0.4 | / | / | 11.1 | -0.7 | -2.0
CN1CCOCCOCCN(C)C(=O)N2CCOCCOCCN(CCOCC2)C1=O | 21.8 | 1.6 | -0.9 | 0.7 | -1.5 | -8.6 | 5.4 | -1.2 | i | -2.9
Cc1ccc(C)c(NC(=S)NC(NC(=O)/C=C/c2ccccc2)C(Cl)(Cl)Cl)c1 (centres undefined) | 17.7 | 3.2 | -4.6 | 2.7 | 0.0 | -16.3 | 4.6 | 14.6 | 3.0 | -3.1
Cc1ccc(C)c(N2CCN(S(=O)(=O)c3ccc4c(c3)NC(=O)CS4)CC2)c1 | 19.0 | 4.0 | -14.8 | 3.5 | 1.3 | 7.7 | -5.7 | 11.1 | -0.2 | 1.2
CC(C)=C1C2CCC1C1C(=O)N(c3ccc(C)c(C)c3)C(=O)C21 (centres undefined) | 1.0 | 3.4 | 0.1 | -0.9 | / | -12.7 | 3.6 | 3.6 | -0.2 | -1.9
CCN(CC)S(=O)(=O)c1ccc(N/N=C/c2ccccc2OCC(=O)O)c([N+](=O)[O-])c1 | 6.0 | 4.0 | 6.1 | 1.0 | -0.6 | / | -24.1 | 23.8 | 0.4 | -6.2
CC(C)C[C@H](NC(=O)NCCc1ccc(Cl)cc1)C(=O)O | 18.9 | -0.8 | -0.1 | 1.9 | -1.0 | -2.2 | 2.0 | 10.0 | -0.3 | 2.8
COc1cccc(SCc2noc(C(=O)NCc3ccccc3)c2C(=O)NCc2ccccc2)c1 | 18.7 | / | 10.0 | 2.4 | -1.8 | -3.4 | -5.1 | 13.0 | -3.7 | 5.8
CCN1C(=O)[C@@H]2[C@H](C1=O)[C@@H]1C(=O)Nc3ccccc3C(=O)N1[C@@H]2c1ccc(OC)cc1 | / | / | 0.2 | -1.8 | 1.0 | 1.1 | 1.0 | 5.3 | i | 2.1
CC(C)CNC(=O)NC(=O)COc1c(F)c(F)cc(F)c1F | 24.5 | -1.4 | 2.4 | 0.0 | -6.1 | -17.1 | 1.8 | 4.8 | i | -0.3
O=C(CN(C(=O)c1ccccc1Cl)N1C(=O)CCCC1=O)c1ccc(Cl)cc1 | 36.1 | 4.4 | -3.1 | 0.4 | / | -3.1 | 6.9 | 14.6 | i | -2.3
CCCC(c1nnnn1C(C)(C)CC)N1CCN(C2CCCC2)CC1 (centres undefined) | -2.3 | -5.5 | -0.7 | 0.1 | -0.7 | -6.8 | 8.0 | 4.8 | -0.7 | 4.1

This is a subset; count on the stated rates, not on these rows.
